PI4K2A block = blocks human PI4K2A kinase activity; Q9BTU6; purified PI4K2A, ADP-Glo luminescence, 1 h; active compounds read low; activity change, negative = inhibition, % at 76.9 µM; 420,000 compounds, 0.13% hits; AID 1346378; in the data active means activity change below about -50%; inconclusive means mostly about -30% to -49%;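 further: -100% = wells without enzyme as full effect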
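PI4K2A activity was measured by ADP-Glo luminescence: enzyme (4 ug/mL stock) and phosphatidylinositol (1.2 mM stock) in Tris pH 7.5/MgCl2/EGTA/Triton X-100 buffer were reacted with ATP (300 microM stock) for one hour at ambient temperature.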
GLS inhibitor = glutaminase GLS (human) inhibition | 410,000 compounds, 0.21% hits | Potency, µM (highest dose often 45.5 µM), for the others: at the top dose activity change, negative = inhibition, most hits filed as inhibitors | O94925 | GLS enzymatic activity, qHTS titration; further: potency means the concentration at half of the fitted maximal effect; on the % scale 0 is the no-effect control and ±100 the full control effect
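Coupled fluorescence readout: glutamate oxidase/HRP/Amplex Red detect glutamate formed by hKGA from L-glutamine (1 mM solution added). Buffer 45 mM KH2PO4 pH 8.2, 0.02% Tween-20; reads at t0 and 30 min RT.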
12-LOX inh = blocks human arachidonate 12S-lipoxygenase; P18054; Potency, µM (top dose mostly 108 µM), for the others: at the top dose activity change, negative = inhibition, hits mostly inhibitors; 580,000 compounds, 1.1% hits; AID 1671190; purified 12hLO, xylenol orange hydroperoxide absorbance; further: potency means the concentration at half of the fitted maximal effect; on the % scale 0 is the no-effect control and ±100 the full control effect
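Purified human 12hLO (150 nM final) in 25 mM Hepes, 0.01% Triton X-100, pH 7.0 was preincubated 15 min at room temperature with compound. Then 40 uM arachidonic acid was added, 30 min. Hydroperoxide was read by Fe-XO absorbance ratio 573/405 nm.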
RGS4 inhibitor = human RGS4 inhibition; Transcreener GDP fluorescence polarization, RGS4-accelerated GTP hydrolysis; Potency, µM (titrated, usually from 114 µM), without a hit: at the highest dose activity change, negative = inhibition, hits mostly inhibitors; 390,000 compounds, 0.039% hits; further: potency means the concentration at half of the fitted maximal effect; on the % scale 0 is the no-effect control and ±100 the full control effect; nearly all actives have a fitted effect of over 75% in size; some results filed as inactive show a strong effect at the top dose
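MLSMR compounds (23 nl, pin-transferred) preincubated 10 min at room temperature with a 500nM (2x) first reagent, then RGS4 at 900nM (2x) plus Transcreener GDP mix added; fluorescence polarization (620/688 nm) read before and after 90 min at 30 °C.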
HP1b binding inh = HP1-beta chromodomain-methylated histone interaction inhibition; AlphaScreen HP1-beta / biotin-H3K9me3 peptide binding; Potency, µM (doses to about 114 µM), for inactives: at the top dose activity change, negative = inhibition, usual class: inhibitors; 390,000 compounds, 0.56% hits; AID 540317; further: potency means the concentration at half of the fitted maximal effect; nearly all actives have a fitted effect of over 70% in size; inactives centre near 23
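AlphaScreen: HP1-beta (50 nM) preformed 30 min with biotin-H3(1-18)K9me3 peptide (50 nM) in PBS pH 7.4, 0.01% Tween-20. Compound added for 30 min at RT, then streptavidin donor/nickel chelate acceptor beads (10 ug/mL) for 30 min.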
BAZ2B inh = inhibitors of human BAZ2B bromodomain; Q9UIF8; AlphaScreen BAZ2B-H3K14Ac peptide displacement; 360,000 compounds, 4.4% hits; Potency, µM (highest dose often 114 µM), without a hit: top-dose activity change, negative = inhibition, actives largely listed as inhibitors; further: potency means the concentration at half of the fitted maximal effect; on the % scale 0 is the no-effect control and ±100 the full control effect; nearly all actives have a fitted effect of over 60% in size
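AlphaScreen displacement: compounds (up to 110uM) incubated 30 min at room temperature with a preformed 50 nM BAZ2B/50 nM biotinylated H3K14Ac peptide complex in PBS pH 7.4 with Tween-20. Donor and acceptor beads at 10 ug/mL final added, 20 min light-protected before reading.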
ERG Ets-DNA blk = blocks human ERG Ets domain binding to DNA | P11308 | fluorescence polarization, His-ERG Ets domain / labelled DNA | Potency, µM (doses to about 76.9 µM), for inactives: at the top dose FP activity, negative = inhibition, usual class: inhibitors | 370,000 compounds, 0.028% hits | AID 624246; active means well fitted inhibition curve with a large enough effect in the polarisation, with a control signal flat; inconclusive means small, poorly fitted or top-dose-only effect, or effect the other way, or a change in a side signal; inactive means no such curve, though single readings can be large or run the other way; the % refers to the polarisation;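 further: polarization taken with two DNA probes labelled with fluorescein and Texas red; potency means the concentration at half of the fitted maximal effect; % of control where 0% means no effect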
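His-tagged ERG Ets domain (1 uM in the protein solution; 300mM KCl, 50mM Tris-HCl, 1mM EDTA, 1mM DTT, pH 7.5) received compound, then a probe mix of 5 nM fluorescein-DNA and 100nM Texas-615-DNA. Fluorescence polarization was read for both dyes.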
JMJD2A Tudor inh = blocks the human JMJD2A Tudor domain. O75164. AlphaScreen JMJD2A-Tudor / H3K4me3 peptide binding. Potency, µM (doses to about 114 µM), inactives show at the top dose activity change, negative = inhibition, most hits filed as inhibitors. 390,000 compounds, 4.4% hits; further: potency means the concentration at half of the fitted maximal effect; on the % scale 0 is the no-effect control and ±100 the full control effect; nearly all actives have a fitted effect of over 50% in size
Target sequence (O75164 whole entry, looked up, the tested form may be a part): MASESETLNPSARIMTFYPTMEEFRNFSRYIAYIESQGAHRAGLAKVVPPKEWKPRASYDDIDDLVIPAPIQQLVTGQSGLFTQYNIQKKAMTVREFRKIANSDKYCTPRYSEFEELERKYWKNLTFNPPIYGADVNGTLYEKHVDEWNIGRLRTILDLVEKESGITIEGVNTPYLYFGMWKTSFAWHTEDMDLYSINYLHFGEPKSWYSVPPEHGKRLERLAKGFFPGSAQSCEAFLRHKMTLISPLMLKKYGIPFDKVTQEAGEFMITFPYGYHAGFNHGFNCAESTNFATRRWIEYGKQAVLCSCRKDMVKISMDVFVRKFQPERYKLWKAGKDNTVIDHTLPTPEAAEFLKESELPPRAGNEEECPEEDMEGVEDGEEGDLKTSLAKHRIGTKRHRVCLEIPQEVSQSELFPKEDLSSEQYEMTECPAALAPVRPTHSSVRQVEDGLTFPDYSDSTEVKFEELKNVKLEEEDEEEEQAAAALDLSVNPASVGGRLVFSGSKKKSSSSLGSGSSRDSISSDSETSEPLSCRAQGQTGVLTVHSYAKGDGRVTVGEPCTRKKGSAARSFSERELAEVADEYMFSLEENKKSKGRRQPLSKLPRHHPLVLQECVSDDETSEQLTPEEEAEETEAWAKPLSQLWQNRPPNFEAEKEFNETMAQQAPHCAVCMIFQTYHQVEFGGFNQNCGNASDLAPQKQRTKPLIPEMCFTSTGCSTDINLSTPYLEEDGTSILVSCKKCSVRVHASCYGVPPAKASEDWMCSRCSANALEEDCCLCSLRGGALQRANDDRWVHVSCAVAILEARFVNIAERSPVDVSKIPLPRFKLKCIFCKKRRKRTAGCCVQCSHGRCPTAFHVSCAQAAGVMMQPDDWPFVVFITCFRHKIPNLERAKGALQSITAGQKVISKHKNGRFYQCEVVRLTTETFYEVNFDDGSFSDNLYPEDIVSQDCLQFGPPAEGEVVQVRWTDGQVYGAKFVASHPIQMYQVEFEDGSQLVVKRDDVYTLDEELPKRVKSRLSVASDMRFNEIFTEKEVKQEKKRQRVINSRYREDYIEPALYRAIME
G9a inh = inhibitors of human histone lysine methyltransferase G9a. Q96KQ7. G9a H3K9 monomethylation, AlphaScreen, 2 h. Potency, µM (highest dose often 102 µM), for inactives: top-dose activity, negative = inhibition, most hits filed as inhibitors. 350,000 compounds, 8.8% hits; further: potency means the concentration at half of the fitted maximal effect; on the % scale 0 is the no-effect control and ±100 the full control effect; nearly all actives have a fitted effect of over 75% in size
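Signal arises when biotinylated H3K9 peptide, once monomethylated, bridges streptavidin donor and antibody-captured acceptor beads. Enzyme at 20 nM was preincubated 15 min with test compounds; peptide 500 nM and SAM 20 uM then reacted for 2 h.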
Numbers without * were called inactive; u = inconclusive; x = no result given; & = joins results of further samples; ! = not confirmed by another sample; [ ] = dose if it differs, or a comment. Unless noted, the call rests on the fitted dose curve; in most records, active means well fitted curve in the direction sought with a large enough effect; inconclusive means small, poorly fitted or top-dose-only effect, or another doubt; inactive means no such curve, though single readings can be large; an effect the other way counts as inactive or inconclusive. Only part of the results is shown; rates above refer to the full screens.

SMILES	PI4K2A block	GLS inhibitor	12-LOX inh	RGS4 inhibitor	HP1b binding inh	BAZ2B inh	ERG Ets-DNA blk	JMJD2A Tudor inh	G9a inh
COc1cc(NC(=O)c2cc3ccccc3o2)c(OC)cc1Br	-13.3	11.8%	9.8%	2.3%	0.4%	1.5%	0.8%	-30.1%	-43.6%
O=C(CCCNS(=O)(=O)c1cccs1)N1CCc2ccccc2C1	-8.9	8.6%	-20.2%	-17.2%	20.7%	8.3%	0.6%	-18.9%	u
COCC(=O)N(C)c1nnc(-c2cnccn2)s1	-2.7	0.8%	-22.0%	-13.7%	48.2%[activator]	0.1%	-4.2%	5.2%	27.6%[0.501 µM]
CSc1ccc(C2c3[nH]c4ccccc4c3CCN2C(=O)CCc2ccccc2)cc1 (stereo unspecified)	-9.2	-10.2%	-17.3%	35.6%	-4.7%[57 µM]	-27.7%	1.4%	u	-42.3%[59 µM]
COc1cccc2cc(-c3ccccc3)c(=O)oc12	-9.4	6.1%	-2.0%	-7.2%	37.4%	-1.4%	3.1%	9.1%	56.3%[activator]
O=C(O)CSCC(=O)N1CCCN(c2nccc(C(F)(F)F)n2)CC1	-5.3	1.4%	12.2%	14.9%	38.8%	0.5%	-7.1%	-9.4%	-4.9%
O=C(O)CCNC(=O)c1ccccc1	-1.2&2.9	6.3%&0.4%	13.6%	9.9%	19.9%	4.5%	-10.3%	-9.0%	-40.4%[59 µM]
CC1CCCC(C)N1C(=O)COC(=O)Cc1c[nH]c2ccccc12 (stereo unspecified)	3.4	11.5%	-14.0%	0.2%	2.0%	-10.4%	-8.5%	-3.4%	-41.9%
COc1ccccc1C(=O)Nc1nc2n(n1)C(c1ccc(F)cc1)C=C(c1ccc(Cl)cc1)N2 (stereo unspecified)	-1.9	-24.0%	5.3%	1.8%	21.3%	-7.5%	-0.8%	-16.2%	10.7%[59 µM]
CCCc1ccc(C(=O)CCC(=O)O)cc1	1.1	-8.5%	-4.9%	-18.0%	35.9%	31.0%[activator]	-0.8%	-5.0%	-12.2%
COCCNC(=O)c1ccc2c(=O)n(Cc3ccco3)c(SCC(=O)NC3CCCCC3)nc2c1	1.1	x	-3.7%	-10.9%	18.9%	-9.0%	-10.6%	-7.4%	x
O=c1oc2cccnc2n1CCS(=O)(=O)c1ccc(F)cc1	1.9	-3.9%	14.9%	1.3%	21.8%	-0.5%	7.9%	-10.0%	x
CC(C)(C)c1ccc(/C=N/Nc2cccc(C(=O)O)c2)cc1	-0.2	1.9%	-19.0%	-42.7%	15.2%	-23.8%	-4.8%	-32.5%	28.2µM*
CCNC(=S)N=Nc1c(O)[nH]c2ccc(C(C)C)cc12	1.1	0.3%	11.3%	-27.4%	11.9%	-34.4%	-7.7%	-27.5%	-9.7%
CCCC(C)NC(=O)/C=C/c1cccc([N+](=O)[O-])c1 (stereo unspecified)	-0.8	0.3%	0.0%	17.7%	11.2%	8.6%	-10.5%	-14.2%	-7.1%[59 µM]
COc1ccc(C2CC(c3ccccc3)=NN2C(=O)CCCC(=O)O)cc1 (stereo unspecified)	5.6	-1.0%	14.5%	8.3%	31.1%	4.4%	6.6%	-18.9%	-7.8%
COCCn1c(N)c(N(Cc2ccccc2)C(=O)c2cc(=O)[nH]c3ccccc23)c(=O)[nH]c1=O	-5.2	5.8%	0.0%	21.9%	13.1%	x	x	-9.7%	x
Cc1ccc(-n2[nH]c3c4c(ccc3c2=O)C(=O)c2ccccc2C4=O)cc1	-5.1	6.8%	19.1%	-3.4%	-14.3%	-12.8%	6.7%	-11.2%	2.82µM*
COc1ccc(/C=N/n2cncn2)cc1CSc1ccccn1	-6.9	4.7%	6.1%	12.5%	22.7%	-5.9%	12.1%	-18.4%	-37.1%[59 µM]
CCn1cc(C(=O)NC2CCCCCC2)c(=O)c2cc(S(=O)(=O)N3CCCCC3)ccc21	-1.6	7.9%	-37.8%	10.6%	34.5%	x	9.3%	-12.7%	x

Some of these compounds in order of the PI4K2A block value, rising.
SMILES	PI4K2A block	GLS inhibitor	12-LOX inh	RGS4 inhibitor	HP1b binding inh	BAZ2B inh	ERG Ets-DNA blk	JMJD2A Tudor inh	G9a inh
COc1cccc2cc(-c3ccccc3)c(=O)oc12	-9.4	6.1%	-2.0%	-7.2%	37.4%	-1.4%	3.1%	9.1%	56.3%[activator]
O=C(CCCNS(=O)(=O)c1cccs1)N1CCc2ccccc2C1	-8.9	8.6%	-20.2%	-17.2%	20.7%	8.3%	0.6%	-18.9%	u
O=C(O)CSCC(=O)N1CCCN(c2nccc(C(F)(F)F)n2)CC1	-5.3	1.4%	12.2%	14.9%	38.8%	0.5%	-7.1%	-9.4%	-4.9%

Next part.
SMILES	PI4K2A block	GLS inhibitor	12-LOX inh	RGS4 inhibitor	HP1b binding inh	BAZ2B inh	ERG Ets-DNA blk	JMJD2A Tudor inh	G9a inh
CC(=O)c1ccc(NC(=O)c2ccc(S(=O)(=O)c3ccccc3)cc2)cc1	-5.6	0.6%	-9.5%	-2.7%	11.9%	13.2%	-5.4%	-10.5%	11.1%[59 µM]
Cc1ccc(S(=O)(=O)N2CCN(C(=O)COC(=O)Cc3ccc(Cl)cc3)CC2)c(C)c1	0.2	0.6%	184.9%[activator]	-0.4%	42.2%[activator]	-6.4%	8.0%	-8.4%	-6.2%[12.7 µM]
CC(Cc1c[nH]c2ccccc12)NC(N)=O (stereo unspecified)	4.4	0.5%	-6.4%	-7.9%	31.3%	10.5%	1.6%	-17.7%	7.4%
CC(C)c1ccc(/C=N/Nc2ccc(C(=O)O)cc2)cc1	-2.5	14.1%	-16.8%	-11.1%[11.4 µM]	25.2%	u	5.8%	-25.1%	10µM*
O=S(=O)(N/N=C/c1ccc2c(c1)OCO2)c1ccc(Br)cc1	2.8	22.7%	u	-31.9%	39.4%[activator]	-15.0%	-1.0%	-20.2%	x
CC(C)c1ccc(C2CC(=O)Nc3cc4c(cc32)OCCO4)cc1 (stereo unspecified)	-0.1	-1.8%	u	20.4%	20.2%	-23.8%	17.2%	-27.4%	-35.9%[59 µM]
COc1ccc(CCN(Cc2cccs2)S(=O)(=O)c2ccc(C(=O)O)cc2)cc1OC	3.6	2.2%	-16.9%	-12.6%	60.2%[activator]	u	12.3%	-10.3%	x
CCc1cccc(NC(=O)CSCc2cc(=O)[nH][nH]2)c1	-11.5	16.7%	-24.5%	-17.2%	-1.7%	-3.4%	0.0%	-27.9%	u
Cc1cccc(C(=O)Nc2cc(=O)n(C)c(=O)n2C)c1	-2.3	0.2%	-15.1%	25.6%	20.9%	9.8%	0.5%	-14.2%	22.5%
CCOC(=O)C(C)(C)Sc1nc2c(cnn2-c2ccc(F)cc2)c(=O)[nH]1	1.0	0.0%	4.6%	15.4%	22.5%	-5.8%	9.9%	-4.9%	-37.9%
CN1CCc2c(sc3c2c(=O)n(-c2ccccc2)c2n[nH]c(=S)n32)C1	-2.9	-1.8%	-1.6%	-36.3%	34.1%	-4.5%	1.1%	39.8µM*	5.01µM*
O=C(OCc1nc2ccccc2[n+]([O-])c1C(=O)c1ccccc1)c1cccnc1	-2.4	-17.3%	0.1%	-6.7%	14.0%	-16.2%	2.3%	0.7%	u
NS(=O)(=O)c1ccc(NCc2c(F)cccc2Cl)cc1	-3.9	7.1%	0.0%	-15.6%	24.0%	-7.4%	-3.2%	-11.2%	0.3%
CC1(C)C(=O)N(CCN2CCC(C(=O)c3ccc(F)cc3)CC2)c2ccccc21	2.9&-4.8	-2.8%	-26.5%[57.4 µM]	11.1%[56.9 µM]	57.5%[activator]	2.0%	u	-11.5%	20µM*!
COn1c(=O)c(-c2ccc(Cl)cc2)[n+]([O-])c2ccccc21	6.4	-4.4%	0.0%	-34.0%	41.6%	7.7%	-5.2%	13.5%	-7.6%[59 µM]
Cc1ccc(CC(=O)Nc2c(C(=O)N3CCN(c4ccccc4)CC3)oc3ccccc23)cc1	-0.5	5.5%	-16.6%	18.2%	8.5%	-13.7%	-3.9%	-20.5%	-7.2%[59 µM]
COc1ccccc1C(=O)Nc1cc2c(cc1C(=O)O)OCCCO2	3.0	-7.6%	-1.8%	-8.7%	15.6%	7.4%	19.2%	-12.0%	2.4%[59 µM]
COc1cc(OC)cc(C(=O)OCC(=O)c2cc(C)n(CC3CCCO3)c2C)c1 (stereo unspecified)	-5.2	0.5%	28.1%	22.2%	-1.1%	u	6.0%	u	20.0%[12.7 µM]
Cn1c(CN2CCOCC2)nnc1SCC(=O)NCCc1ccccc1	1.1	3.9%	-16.6%	4.7%	17.3%	6.4%	0.2%	-20.6%	-43.2%[12.7 µM]
CSCCC(NC(=O)c1ccccc1Br)C(=O)Nc1ccc(C)cc1 (stereo unspecified)	-0.1	6.3%	-22.2%	10.2%	31.4%	-7.5%	u	-5.7%	4.3%[59 µM]
CC(C)C(C(=O)NC1=NCCS1)c1ccc(Cl)cc1 (stereo unspecified)	-0.5	-5.5%	-2.8%	-18.4%	17.1%	-22.3%	-19.4%	-7.9%	-11.5%
CCn1c(Oc2ccccc2)nc2c1c(=O)n(C)c(=O)n2C	-0.6	-9.9%	-0.2%	u	-9.1%	11.5%	4.3%	-12.5%[57.1 µM]	-1.4%[0.501 µM]
